RGS4 act = potentiators or activators of RGS4; B-score at 10 µM; HEK293 M3R/inducible RGS4, carbachol calcium flux Fluo4; hits give low values; 310,000 tested, 0.92% active;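 active = B-score of the integrated calcium signal more than 4 SD below the library mean, with starting fluorescence not abnormally high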;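 note: negative B-score means reduced calcium response which marks RGS4 activation or potentiation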
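test system = M3R-expressing HEK293 line, RGS4 induced by doxycycline | probe or stimulus = carbachol at ECmax as muscarinic agonist stimulus | timing = dye loading 30 min 37 °C, buffer rest 30 min RT | signal = calcium dye Fluo4 fluorescence | evaluation = B score from integrated fluorescence ratio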
TRPC4 block = TRPC4 (mouse) channel inhibition | AID 2247 | Q9QUQ5 | B-score at 10 µM | 300,000 tested, 0.39% active | HEK293 TRPC4beta/mu-opioid, DAMGO-evoked Fluo4 calcium flux; hits give low values;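 active = B-score over 3 SD under the library average, no early fluorescence shift, positive overall ratio signal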
Target sequence (Q9QUQ5 whole entry, looked up): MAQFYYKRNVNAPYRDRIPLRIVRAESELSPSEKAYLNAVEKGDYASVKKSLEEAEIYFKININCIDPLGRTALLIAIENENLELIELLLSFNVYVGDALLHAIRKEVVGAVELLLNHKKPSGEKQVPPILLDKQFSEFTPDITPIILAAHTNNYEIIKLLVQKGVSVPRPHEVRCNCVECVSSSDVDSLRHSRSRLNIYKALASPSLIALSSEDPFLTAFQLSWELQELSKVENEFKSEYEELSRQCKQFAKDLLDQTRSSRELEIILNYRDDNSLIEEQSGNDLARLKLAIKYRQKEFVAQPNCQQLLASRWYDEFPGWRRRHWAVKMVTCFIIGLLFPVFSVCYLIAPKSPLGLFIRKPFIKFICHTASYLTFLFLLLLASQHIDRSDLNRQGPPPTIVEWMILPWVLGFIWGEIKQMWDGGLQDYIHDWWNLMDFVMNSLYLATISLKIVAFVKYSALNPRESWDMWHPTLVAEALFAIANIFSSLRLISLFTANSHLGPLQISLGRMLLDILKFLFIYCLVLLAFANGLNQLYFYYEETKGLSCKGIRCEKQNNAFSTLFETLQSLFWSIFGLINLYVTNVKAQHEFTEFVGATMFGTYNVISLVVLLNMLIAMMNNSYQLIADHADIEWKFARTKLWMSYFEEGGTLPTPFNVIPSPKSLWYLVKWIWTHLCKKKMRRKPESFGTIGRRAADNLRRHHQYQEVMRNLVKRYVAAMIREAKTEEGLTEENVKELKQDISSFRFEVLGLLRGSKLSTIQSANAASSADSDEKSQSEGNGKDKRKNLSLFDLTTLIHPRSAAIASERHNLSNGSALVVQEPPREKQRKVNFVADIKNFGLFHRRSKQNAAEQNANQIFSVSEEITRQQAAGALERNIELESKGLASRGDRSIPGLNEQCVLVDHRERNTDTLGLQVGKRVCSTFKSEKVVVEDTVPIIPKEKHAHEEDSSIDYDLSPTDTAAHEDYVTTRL
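Assay system: HEK293 cells with stable TRPC4beta plus mu-opioid receptor expression. Dosing: single dose. Measured by: Fluo4 Ca2+ flux fluorescence. Also added: DAMGO in two steps, submaximal then maximal. Read-out: B score from integrated Fluo4 fluorescence ratio.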
HIF act = HIF pathway transcriptional activation; U2OS HRE-luciferase reporter, luminescence; normalized: DMSO 0%, desferrioxamine 100%; activation, % at 7.5 µM (by protocol); 300,000 tested, 0.32% active; AID 1910;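 active = mean activation of at least 10% of the iron chelator positive control signal, with at least half of replicates also reaching 10%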
TRPC6 act = activators of mouse TRPC6 channel. Q61143. HEK293-TRPC6 membrane potential dye fluorescence; hits give high values. B-score at 10 µM. 310,000 tested, 0.13% active. AID 2550;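 active = B-score of the integrated fluorescence ratio above library mean plus 3 SD, and starting fluorescence ratio within library mean plus 5 SD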;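 note: higher score means more depolarization so channel activation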
MrgX1 ag = agonists of human MrgX1 receptor; Q96LB2; MrgX1-HEK293 cells, Fluo-4 calcium fluorescence, agonist mode; hits give high values; 310,000 tested, 0.44% active; B-score at 10 µM;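 active = calcium response B-score plate-corrected fluorescence ratio at least 3 library SD, with starting fluorescence B-score inside 5 SD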
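Test system: Stable human MrgX1 HEK293 cell line | Schedule: Overnight plating before 1 h dye loading | Read-out basis: Baseline-normalised fluorescence change ratio, B-scored | Detection: Kinetic calcium dye fluorescence, Fluo-4 NW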
Platelet DG rel = modulates dense granule release in human platelets; human platelet-rich plasma, SFLLRN dense granule ATP release, luminescence; AID 1663; inhibition, %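 (compounds screened at 7.5 µM in platelet-rich plasma)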; 300,000 tested, 0.22% active;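 active = mean replicate score, as percent of positive control, at or above 50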
TRPC6 inh = blocks the mouse TRPC6 cation channel | Q61143 | HEK293-TRPC6, membrane potential dye, ACh-evoked depolarization; hits give low values | B-score at 10 µM | 310,000 tested, 1.1% active | AID 2553;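 active = B-score under library mean minus 3 SD, initial fluorescence not abnormally high, positive integrated signal ratio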;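 note: B-score derived from integrated fluorescence ratio over the kinetic read; more negative B-score means stronger inhibition of depolarization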
RGS4 inh = inhibitors of human RGS4; P49798; HEK293 M3R/RGS4 inducible, Fluo-4 calcium flux; hits give high values; triggered by carbachol at its EC20; B-score at 10 µM; 310,000 tested, 0.45% active;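 active = B-score, a plate-corrected calcium signal, over three deviations above library mean, with baseline fluorescence within five deviations of library mean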;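 note: RGS4 expression induced by doxycycline in cells with stable M3 receptor; B-score is computed from the integrated fluorescence ratio over baseline after carbachol; higher B-score means a larger calcium signal and so more RGS4 inhibition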
SKKanGAS inh = blocks kanamycin growth of S. pyogenes SKKanGAS strain. 300,000 tested, 1.3% active. BacTiter-Glo, 6 h. inhibition, % at 7.5 µM;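 active = mean replicate score, as percent of positive control median, at least 50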;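 note: strain carries kanamycin resistance gene driven by streptokinase promoter and grows in 40 µg/ml kanamycin; loss of luminescence reflects streptokinase promoter inhibition or plain growth inhibition; 0% = median of DMSO wells and 100% = positive control at its reference dose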
MrgX1 allo act = human MrgX1 positive allosteric modulation, primary screen; Q96LB2; MrgX1-HEK293, Fluo-4 calcium flux, FDSS; hits give high values; B-score at 10 µM; 310,000 tested, 0.63% active;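 active = plate-corrected calcium response at least 3 library SD above typical, normal starting fluorescence, not activating the receptor alone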;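 note: compound read alongside a low EC10 to EC30 dose of BAM8-22 agonist; peak minus trough fluorescence over baseline measured at the second addition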
MrgX1 antagonist = blocks BAM8-22 activation of human MrgX1 receptor; B-score at 10 µM; AID 588676; MRGX1-HEK293 calcium flux, Fluo-4, BAM8-22 antagonism; hits give low values; 310,000 tested, 1.3% active; Q96LB2;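 active = calcium-response B-score plate-corrected more than 3 library SD below zero, starting fluorescence within 5 deviations, no agonist response on first addition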;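 note: peak minus trough fluorescence over baseline after final BAM8-22 challenge near maximal dose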
* = called active by the depositor; i = inactive; x = not tested or not shown.

SMILES	RGS4 act	TRPC4 block	HIF act	TRPC6 act	MrgX1 ag	Platelet DG rel	TRPC6 inh	RGS4 inh	SKKanGAS inh	MrgX1 allo act	MrgX1 antagonist
O=C(N/N=C/c1ccc([N+](=O)[O-])o1)c1ccccc1-n1cccc1	i	i	0.9	i	i	1	i	i	20	i	i
CC(=O)NC1(C(F)(F)F)N=C(c2ccccc2)NC1=O (centres undefined)	i	i	-0.5	i	i	-7	i	i	-3	i	i
Cc1nn(C)cc1CN(C)C(=O)c1cc2nc(-c3ccco3)cc(C(F)(F)F)n2n1	i	i	0.0	i	i	3	i	i	1	i	i
CCc1ccc(N2CC(C(=O)Nc3cc(C)on3)CC2=O)cc1 (centres undefined)	i	i	-0.7	i	i	9	i	i	-1	i	i
O=C(Nc1cccc(Cl)c1)c1cc(S(=O)(=O)N2CCCCC2)c[nH]1	i	i	0.2	i	i	9	i	i	-3	i	i
O=[N+]([O-])c1ccc(N2CCN(C(=S)NC3CCCCC3)CC2)cc1	i	i	-0.1	i	i	-4	i	i	-10	i	i
COc1ccc(-c2ccc(/C=C3/C(=N)N4C(C)=CSC4=NC3=O)o2)c([N+](=O)[O-])c1	i	i	-0.2	i	29*	12	i	i	20	i	i
Cc1cccc(-n2c(O)c(C=Nc3ccccc3O)c3ccccc3c2=O)n1	i	i	-0.8	i	i	1	i	i	6	i	i
COc1ccc(-n2c(=O)/c(=C\c3cccs3)s/c2=C(/C#N)C(=O)NCCN2CCOCC2)cc1	i	i	0.3	i	i	-8	i	i	0	i	i
Cc1ccc2cc(COC(=O)c3cccc([N+](=O)[O-])c3)c(=O)[nH]c2c1	i	i	0.3	i	i	0	i	i	-10	i	i
COC(C[C@H](O)CC(=O)[C@H](C)OCc1ccccc1)OC	i	i	0.0	i	x	1	i	i	5	x	x
CCN(CC)CCCn1c2c(c(SCC(=O)Nc3cc(OC)cc(OC)c3)nc1=O)CCC2	i	i	2.1	i	i	1	i	i	-2	i	i
CCOCCCNC(=S)N1C2CCC1CC(NC(=O)Nc1ccc(C(=O)OCC)cc1)C2 (centres undefined)	i	i	-1.4	i	i	-9	-7.2*	i	-1	i	i
COc1cccc(C(=O)N2CCC(C(=O)NCc3ccc(C)cc3)CC2)c1	i	i	-0.3	i	i	-22	i	i	-4	i	i
COc1ccccc1N(CC(=O)NCc1ccccc1C)S(=O)(=O)c1ccc(C)cc1	i	i	-0.3	i	i	4	i	i	-2	i	i
Cn1cnc2c1c(=O)n(CC(O)CO)c(=O)n2C (centres undefined)	i	i	-0.1	i	i	0	i	i	-4	i	i
COc1ccc(NC(=O)C2CCN(c3nc(-c4ccc(OC)cc4)no3)CC2)cc1	i	i	0.0	i	i	-1	i	i	-4	i	i
O=C1c2ccccc2C(=O)N1CC1CCCO1 (centres undefined)	i	i	-0.6	i	i	-3	i	i	-3	i	i
O=C(CCCN1C(=O)CCC1=O)Nc1ccccc1F	i	i	-0.3	i	i	0	i	i	3	i	i
O=C(NC1CCCC1)C(c1ccc(F)cc1)N(C(=O)Cc1cccs1)c1ccc2c(c1)OCCO2 (centres undefined)	i	i	x	i	i	-6	i	i	4	i	i
Cc1ccc2c(c1)COc1c3ccc(C(=O)NC(C)C)cc3nn1-2	i	i	1.7	i	i	-1	i	i	-8	i	i
CC1CCC(N2CCN(C(=O)c3ccccc3F)CC2)CC1 (centres undefined)	i	i	-1.1	i	i	8	i	i	-2	i	i
COc1ccc(-n2c(SCc3ccc(C#N)cc3)nnc2-c2ccccn2)cc1	i	i	0.1	i	i	3	i	i	1	i	i
Cc1ccc(N2CC(C(=O)NCC3CCCO3)CC2=O)cc1Cl (centres undefined)	i	i	-0.4	i	i	2	i	i	1	i	i
Cc1cccc(OCc2ccc(C(=O)Nc3cc(C)on3)o2)c1	i	i	-0.3	i	i	-8	i	i	-6	i	i
O=C(O)c1cccc2c1C(=O)c1cccc3snc-2c13	i	i	-0.8	i	i	-1	i	i	3	i	i
CCOc1ccc(N2C(=O)CC(Cc3cc(C)cc(C)c3)C2=O)cc1 (centres undefined)	i	i	-57	i	i	-9	i	i	1	i	i
Cc1cccc(-c2nc(S(=O)(=O)c3ccc(F)cc3)c(NCCCN3CCOCC3)o2)c1	i	i	-0.6	i	i	4	i	i	1	i	i
Cc1ccc(CSCC(=O)N(CCC(C)C)c2c(N)n(Cc3ccccc3)c(=O)[nH]c2=O)cc1	i	i	-0.1	i	i	-14	i	i	4	i	i
Cc1occc1C(=O)N/N=C/C1=C(N2CCOCC2)C(=C\c2ccc(Cl)cc2)/CC1	i	i	0.9	i	i	-3	i	i	7	i	i
c1ccc2cc(OCc3nc4ccccc4[nH]3)ccc2c1	i	i	1.3	i	i	3	i	i	14	i	i
CN(CC(=O)Nc1cccc(F)c1)CC(=O)Nc1ccccc1[N+](=O)[O-]	i	i	x	i	i	x	i	i	x	i	i
O=C(Cn1nnc(-c2ccccc2)n1)N1CCCCC1	i	i	1.2	i	i	-7	i	i	-5	i	i
O=C(NCCCN1CCN(c2cccc(Cl)c2)CC1)c1ccc(N2CCCC2=O)cc1	i	i	-0.5	i	i	13	i	i	-1	i	i
CCOc1ccc2nc3cc(NCc4ccc(OC)cc4)ccc3c(N)c2c1	-7.6*	i	-0.1	i	i	3	i	i	13	i	i
CCc1nc(NCc2cccnc2)c2oc3ccccc3c2n1	i	i	1.3	i	i	-1	i	i	3	i	i
COc1ccccc1NC(=O)C(=O)N/N=C/c1cccs1	i	i	2.3	i	i	7	i	i	-16	i	i
Cc1oc2c(C)c(O)ccc2c(=O)c1-c1nncn1-c1ccccc1	i	i	x	i	i	-14	i	i	9	i	i
C=CCOc1ccc(/C=C/C(=O)Nc2ccc(C(=O)NC)cc2)cc1	i	i	0.3	i	i	-6	i	i	1	i	i
COc1ccc(OC)c(S(=O)(=O)NCCCc2ccccc2)c1	i	i	-26	i	i	6	i	i	-3	i	i
O=C(Nc1ccc(C(=O)OC[C@@H]2CCCN3CCCC[C@H]23)cc1)c1cccc(Br)c1	i	i	-0.2	i	i	-1	i	i	8	i	i
O=C(c1ccc(Br)o1)N1CCc2ccccc21	i	i	-0.8	i	i	14	i	i	-7	i	i
N#CC1(c2ccccc2)CCCN1C(=O)c1ccccc1Br (centres undefined)	i	i	-0.1	i	i	7	i	i	8	i	i
Cc1ccc2c(c1)N(CC(=O)NC1CCC(C)CC1)C(=O)CO2 (centres undefined)	i	i	0.6	i	i	9	i	i	1	i	i
O=C(CCn1cnc2ccccc2c1=O)Nc1ccc(S(=O)(=O)N2CCCC2)cc1	i	i	-0.1	i	i	-39	i	i	-3	i	i
CCCn1nc(NC(=O)c2ccco2)c2cc3cc(C)ccc3nc21	i	i	1.0	i	i	-9	i	i	-5	i	i
Cc1ccc(NS(=O)(=O)c2ccc(CCC(=O)NCc3cccnc3)cc2)cc1	i	i	-0.3	i	i	-4	i	i	2	i	i
COc1ccc(C2SCC(=O)N2c2nnc(C34CC5CC(CC(C5)C3)C4)s2)cc1 (centres undefined)	i	i	-0.4	i	i	-5	i	i	7	i	i
COc1cc(/C=N/O)cc(Br)c1OC	i	i	-0.2	i	i	4	i	i	0	i	i
Cc1nc2nc(COc3ccccc3)[nH]n2c(=O)c1Cl	i	i	-0.8	i	i	-6	i	i	-1	i	i
Cc1ccc(C(=O)COC(=O)c2cccc(NC(=O)c3ccc([N+](=O)[O-])cc3[N+](=O)[O-])c2)cc1	i	i	1.9	i	i	0	i	i	12	i	i
COc1ccc(NC(=S)N2CCC(c3ccc(C)cc3)C2)cc1 (centres undefined)	i	i	0.5	i	i	6	i	i	-1	i	i
Nc1ccc(C2(c3ccc(N)cc3)OC(=O)c3ccccc32)cc1	i	i	0.7	i	i	2	i	i	-4	i	i
O=c1c2ccccc2n2c(-c3cccc(F)c3)nnc2n1Cc1ccccc1	i	i	-23	i	i	14	i	i	0	i	i
Cn1c(-c2ccccc2)c(C(=O)CC#N)c2ccccc21	i	i	-1.0	i	i	0	i	i	12	i	i
COc1ccc(-n2c3c(cc(C(=O)N4CCC(C)CC4)c2=O)C(=O)CC(C)(C)C3)cc1	i	i	0.1	i	i	-8	i	i	3	i	i
O=C(C1CC(=O)N(c2ccc(F)cc2)C1)N1CCCCC1 (centres undefined)	i	i	0.5	i	i	4	i	i	11	i	i
Cc1ccc(CNC(=O)CN(c2cccc([N+](=O)[O-])c2)S(C)(=O)=O)cc1	i	i	0.1	i	i	-3	i	i	-17	i	i
CCn1c(=O)c(C(=O)Nc2ncccc2O)c(O)c2ccccc21	i	i	0.1	i	i	-5	i	i	6	i	i
O=C(NCCCN1CCN(Cc2ccccc2)CC1)c1nnc(Cc2c(F)cccc2Cl)o1	i	i	-0.1	i	i	5	i	i	-5	i	-4.7*

Quoted at random: 3 compounds from above
SMILES	RGS4 act	TRPC4 block	HIF act	TRPC6 act	MrgX1 ag	Platelet DG rel	TRPC6 inh	RGS4 inh	SKKanGAS inh	MrgX1 allo act	MrgX1 antagonist
COc1cc(/C=N/O)cc(Br)c1OC	i	i	-0.2	i	i	4	i	i	0	i	i
CCCn1nc(NC(=O)c2ccco2)c2cc3cc(C)ccc3nc21	i	i	1.0	i	i	-9	i	i	-5	i	i
Cc1ccc(C(=O)COC(=O)c2cccc(NC(=O)c3ccc([N+](=O)[O-])cc3[N+](=O)[O-])c2)cc1	i	i	1.9	i	i	0	i	i	12	i	i

Additional results follow:
SMILES	RGS4 act	TRPC4 block	HIF act	TRPC6 act	MrgX1 ag	Platelet DG rel	TRPC6 inh	RGS4 inh	SKKanGAS inh	MrgX1 allo act	MrgX1 antagonist
Cc1ccccc1CCN1CCCC(CN(C)CC(C)(C)C)C1 (centres undefined)	i	i	-2.9	i	i	-2	i	i	-4	i	i
CC(C)C(=O)NC(=S)Nc1ccc(S(=O)(=O)N2CCCC2)cc1	i	i	-0.3	i	i	22	i	i	-9	i	i
O=C(NCCN1CCCC1)c1cccc(Cl)c1	i	i	-0.1	i	i	-1	i	i	7	i	i
CC(/C=N/Nc1nc(N2CCCCC2)nc(N2CCCCC2)n1)=C\c1ccccc1	i	i	-0.4	i	i	-3	i	i	3	i	i
Cc1cccc(NC(=S)N2CCN(c3ccccn3)CC2)c1	i	i	-0.7	i	i	-1	i	i	9	i	i
CCc1ccc(CNC(=O)c2ccc(NC(=O)C3=CSCCO3)cc2)cc1	i	i	-0.2	i	i	8	i	i	6	i	i

An unsorted share of the library; 6.1% or so of the library scored in one or more.
